Assay outcomes (PubChem BioAssay)
MrgX1 ag: agonists of human MrgX1 receptor, primary screen, HEK293 cells, Fluo-4 calcium flux; Fluo-4 calcium fluorescence, agonist mode; stronger effect = higher value; 0.44% of 310,000 active; B-score at 10 µM; Mas-related G-protein coupled receptor member X1 (Homo sapiens), Q96LB2;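 active = calcium response B-score plate-corrected fluorescence ratio at least 3 library SD, with starting fluorescence B-score inside 5 SD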
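Material: HEK293 cells stably expressing human MrgX1 receptor | Quantity: 15,000 cells per well | Times: Cells plated overnight, dye loaded 0.5 h 37 °C, 0.5 h room temperature | Measured by: Kinetic Fluo-4 NW fluorescence of intracellular calcium | Control set: Positive and negative controls per plate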
RGS4 pot: RGS4 potentiators or activators, primary screen, cell-based, HEK293 M3R inducible RGS4, calcium flux; carbachol calcium flux Fluo4; stronger effect = lower value; B-score at 10 µM; 0.92% of 310,000 active; AID 463111, 2010;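 active = B-score of the integrated calcium signal more than 4 SD below the library mean, with starting fluorescence not abnormally high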;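 also: negative B-score means reduced calcium response which marks RGS4 activation or potentiation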
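Reagent: ECmax carbachol challenge; Test system: M3R-expressing HEK293 line, RGS4 induced by doxycycline; Schedule: overnight RGS4 induction, 30 min dye load 37 °C, 20 min compound RT; Detection: calcium dye Fluo4 fluorescence; Read-out: Agonist-evoked peak-minus-minimum fluorescence over baseline, integrated ratio, B score.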
TMEM16A inh: TMEM16A chloride channel inhibitors, primary screen, cell-based, HTS; HEK293 TMEM16A/YFP iodide influx fluorescence, ionomycin; AID 588511, 2011; normalized B-score (activity score, 25-100; higher = stronger inhibition) at 10 µM; 1.2% of 310,000 active; Anoctamin-1 (Mus musculus), Q8BHY3;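 active = ratio plate-corrected score three or more library SD toward inhibition, starting fluorescence score within five deviations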;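 also: score derived from kinetic fluorescence span divided by baseline fluorescence per well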
hERG protect: hERG rescue from dofetilide block, primary screen, cell-based, CHO-hERG, FluxOR thallium flux, dofetilide IC70. dofetilide IC70 present. activation (rescue from dofetilide block), less the hit threshold, % at 10 µM. 0.51% of 310,000 active. AID 1511, 2009;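 active = activation above the mean of controls blocked by dofetilide plus 5 SD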;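 also: thallium influx through hERG after potassium depolarization seen as dye fluorescence rise; in these data hits start at about 4.7%; inactives centre near -7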
Target sequence (Q12809 whole entry, looked up): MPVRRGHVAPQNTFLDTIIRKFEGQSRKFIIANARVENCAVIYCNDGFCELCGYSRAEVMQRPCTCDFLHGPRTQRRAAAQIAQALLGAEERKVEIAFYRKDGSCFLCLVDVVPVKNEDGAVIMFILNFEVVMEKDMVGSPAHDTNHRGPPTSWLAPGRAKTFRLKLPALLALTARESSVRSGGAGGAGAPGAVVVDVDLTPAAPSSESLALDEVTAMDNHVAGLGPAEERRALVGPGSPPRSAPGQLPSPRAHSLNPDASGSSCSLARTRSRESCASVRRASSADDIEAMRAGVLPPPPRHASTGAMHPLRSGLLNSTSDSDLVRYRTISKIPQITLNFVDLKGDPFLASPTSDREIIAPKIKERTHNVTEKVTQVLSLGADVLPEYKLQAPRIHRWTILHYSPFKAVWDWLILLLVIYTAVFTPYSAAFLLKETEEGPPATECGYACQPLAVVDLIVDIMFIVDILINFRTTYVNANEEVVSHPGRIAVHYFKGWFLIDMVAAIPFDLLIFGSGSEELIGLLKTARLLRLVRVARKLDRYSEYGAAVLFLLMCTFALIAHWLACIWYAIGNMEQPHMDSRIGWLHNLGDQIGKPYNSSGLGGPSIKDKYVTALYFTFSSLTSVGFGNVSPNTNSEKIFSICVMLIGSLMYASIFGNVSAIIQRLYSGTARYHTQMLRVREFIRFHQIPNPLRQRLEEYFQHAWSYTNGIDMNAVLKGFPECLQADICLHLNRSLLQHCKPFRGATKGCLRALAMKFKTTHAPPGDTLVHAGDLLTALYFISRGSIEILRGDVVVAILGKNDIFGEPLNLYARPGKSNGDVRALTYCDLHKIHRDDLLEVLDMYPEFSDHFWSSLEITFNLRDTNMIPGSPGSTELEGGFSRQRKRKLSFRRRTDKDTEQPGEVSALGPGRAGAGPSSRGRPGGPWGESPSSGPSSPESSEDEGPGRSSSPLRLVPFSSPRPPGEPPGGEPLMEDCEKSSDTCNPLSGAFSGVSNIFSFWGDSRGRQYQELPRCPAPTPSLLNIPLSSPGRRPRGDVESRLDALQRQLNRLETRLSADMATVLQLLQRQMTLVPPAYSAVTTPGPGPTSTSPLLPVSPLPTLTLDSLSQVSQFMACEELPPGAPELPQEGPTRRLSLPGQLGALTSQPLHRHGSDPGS
KCNK3 block: human KCNK3 channel inhibitors, primary screen, CHO cells, FluxOR thallium flux, B-score; Potassium channel subfamily K member 3 (Homo sapiens), O14649; FluxOR fluorescence; stronger effect = lower value; B-score at 10 µM; 0.84% of 340,000 active;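 active = B-score under library mean minus 4 SD, starting fluorescence ratio at most library mean plus 5 SD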;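 also: more negative B-score means stronger inhibition of thallium flux through KCNK3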
RGS4 inh: RGS4 inhibitors, primary screen, cell-based, HEK293 M3R inducible RGS4, calcium flux; 0.45% of 310,000 active; AID 463165, 2010; B-score at 10 µM; Regulator of G-protein signaling 4 (Homo sapiens), P49798; Fluo-4 calcium flux; stronger effect = higher value; triggered by carbachol at its EC20;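 active = B-score, a plate-corrected calcium signal, over three deviations above library mean, with baseline fluorescence within five deviations of library mean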;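 also: RGS4 expression induced by doxycycline in cells with stable M3 receptor; B-score is computed from the integrated fluorescence ratio over baseline after carbachol; higher B-score means a larger calcium signal and so more RGS4 inhibition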
KCNK9 inh: KCNK9 potassium channel inhibitors, primary screen, HEK293 cells, thallium flux. Potassium channel subfamily K member 9 (Homo sapiens), Q9NPC2. FluxOR thallium flux fluorescence; stronger effect = lower value. B-score at 10 µM. 1.2% of 310,000 active;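 active = ratio B-score over 3 SD below the library mean, with starting fluorescence within 5 SD of its mean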;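 also: negative B-score means less thallium flux so channel inhibition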
ANO1 activ: TMEM16A chloride channel activators or potentiators, primary screen, cell-based, HTS; Anoctamin-1 (Mus musculus), Q8BHY3; HEK293 TMEM16A/YFP-H148Q/I152L, iodide quench fluorescence; stronger effect = lower value; B-score at 10 µM; 0.3% of 340,000 active;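 active = fluorescence-ratio B-score plate-corrected deviation score at least 3 library SD below zero, with starting fluorescence score within 5 deviations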;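 also: channel opened by trigger with iodide after compound preincubation; score built on the fluorescence ratio of max minus min over baseline; more negative score means more quench and so TMEM16A activation or potentiation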
MrgX1 PAM: positive allosteric modulators of MrgX1, primary screen, HEK293 cells, Fluo-4 calcium flux. AID 588675, 2011. B-score at 10 µM. FDSS; stronger effect = higher value. Mas-related G-protein coupled receptor member X1 (Homo sapiens), Q96LB2. 0.63% of 310,000 active;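 active = plate-corrected calcium response at least 3 library SD above typical, normal starting fluorescence, not activating the receptor alone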;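 also: compound read alongside a low EC10 to EC30 dose of BAM8-22 agonist; peak minus trough fluorescence over baseline measured at the second addition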
KCNQ1 block: inhibitors of human KCNQ1 channel, primary screen, cell-based, thallium flux, high-throughput; CHO-K1 KCNQ1, FluxOR thallium flux fluorescence; stronger effect = higher value; Potassium voltage-gated channel subfamily KQT member 1 (Homo sapiens), P51787; 1.3% of 310,000 active; B-score at 10 µM;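 active = compounds whose thallium flux B-score, printed positive for inhibition, exceeds three library SD while starting fluorescence stays within three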;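 also: channel opened by potassium depolarization with thallium stimulus after 20 min compound exposure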
KCNQ1 pot: potentiators or activators of KCNQ1 channel, primary screen, cell-based, thallium flux, high-throughput; CHO-K1 KCNQ1, thallium flux FluxOR fluorescence; stronger effect = higher value; B-score at 10 µM; 0.35% of 310,000 active;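 active = fluorescence ratio B-score, a plate-corrected score, at least three library SD, with initial intensity B-score within 5 SD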
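Assay system: CHO-K1 cells stably expressing KCNQ1; Medium: assay buffer with matched DMSO; Also added: K+/Tl+ depolarizing stimulus; Dosing: single dose; Timing: dye 90 min, compound 20 min, room temperature; Measured by: kinetic FluxOR thallium fluorescence, 10-s 1-Hz baseline, 110-s post-stimulus read; Read-out: peak-minus-minimum fluorescence over initial fluorescence, negative-control normalized, B-scored.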
Active calls of the source: *; i = inactive; nt = not tested or not shown.

Molecule	MrgX1 ag	RGS4 pot	TMEM16A inh	hERG protect	KCNK3 block	RGS4 inh	KCNK9 inh	ANO1 activ	MrgX1 PAM	KCNQ1 block	KCNQ1 pot
Clc1ccc(CSc2nnc([C@@H]3CCCN3)o2)cc1Cl	i	i	i	-8	i	i	i	i	i	i	i
COC(C[C@H]1O[C@@H]1[C@@H](O)COCc1ccccc1)OC	nt	i	nt	-7	i	i	i	i	nt	i	i
CS(=O)(=O)c1ccc2nc(NC(=O)Nc3ccc(Cl)cc3)sc2c1	i	i	i	-3	i	i	i	i	i	i	i
COc1ccc(-c2cc(C(F)F)n3ncc(C(=O)Nc4c(C)n(C)n(-c5ccccc5)c4=O)c3n2)cc1	i	i	i	-9	i	i	i	i	i	i	i
CCOC(=O)c1c(C)[nH]c(C(=O)COC(=O)COc2ccccc2C=O)c1C	i	i	i	-6	i	i	i	i	i	i	i
COc1cccc(NC(=O)Cn2cnc3sc(C)c(S(=O)(=O)N4CCCCC4)c3c2=O)c1	i	i	i	-4	i	i	i	i	i	i	i
COC(=O)C1=C(N)Oc2cc(C)n(CC3CCCO3)c(=O)c2C1c1ccc(Cl)cc1 (configuration not stated)	i	i	i	-12	i	i	i	i	i	i	i
CCn1c(CNc2ccc(Cl)cc2)nnc1SCc1ccc(Cl)cc1	i	i	i	-7	i	i	i	i	i	i	i
S=c1[nH]c(-c2ccccc2)cn1/N=C/c1cccs1	i	i	i	-11	i	i	i	i	i	i	i
CC1CC(C)CN(CCCNS(=O)(=O)c2ccc3c(c2)CCN3C(=O)C2CC2)C1 (configuration not stated)	i	i	i	-5	i	i	i	i	i	i	i
Cc1ccc2c(c1)c1c3n2CCN(CC(O)CNC(C)C)C3CCC1 (configuration not stated)	i	i	i	0	i	i	i	i	i	i	i
C/C(=N\NC(=O)c1ccco1)c1cc2ccccc2o1	i	i	i	-3	i	i	i	i	i	i	i
CC1CCN(C(=S)NC2CCCCC2)CC1	i	i	i	-7	i	i	i	i	i	i	i
C#CCOCCOCCOCCNc1nc(N2CCN(C(=O)CCCCCCCCCCNC(=O)[C@H](CCCCN)n3cc(C)nn3)CC2)nc(N2CCN(C(=O)CCCCCCCCCCNC(=O)[C@H](CO)n3cc(CCCSC)nn3)CC2)n1	29*	nt	100*	nt	i	nt	nt	-13*	i	nt	nt
c1ccc2cc(CNCc3cccc4ccccc34)ccc2c1	i	i	i	-15	i	i	i	i	i	i	i
N#C/C(=C\c1cccnc1)C(=O)Nc1cccc(Cl)c1	i	i	i	8.5*	i	i	i	i	i	i	i
CCN1CCN(CC(=O)c2ccc(C)cc2)CC1	i	i	i	-7	i	i	i	i	i	i	i
COC(=O)c1ccccc1N(C)C(=O)C12CCC(C)(C(=O)O1)C2(C)C (configuration not stated)	i	i	i	0	i	i	i	i	i	i	i
COc1cccc2cc(C(=O)N3CCC(C)CC3)c(=O)oc12	i	i	i	-8	i	i	i	i	i	i	i
COC(=O)c1ccsc1NC(=O)CN1CCN(c2ccc(F)cc2)CC1	i	i	i	-8	i	i	-11*	i	i	i	i
O=C(Nc1c(C(=O)N2CCOCC2)cnn1-c1ccccc1Cl)c1ccco1	i	i	i	-12	i	i	i	i	i	i	i
COc1ccc(Br)cc1C(=O)N/N=C/c1cccnc1	i	i	i	-1	i	i	i	i	i	i	i
CCCc1cc(=O)oc2cc(OCC(=O)NCc3cccs3)ccc12	i	i	i	-4	i	i	i	i	i	i	i
CC1(c2ccc(Cl)cc2)NC(=O)N(CC(=O)Nc2ccc(F)cc2)C1=O (configuration not stated)	i	i	i	-2	i	i	i	i	i	i	i
Cc1ccc(S(=O)(=O)N(OCc2ccccc2)C(C)C(=O)O)cc1 (configuration not stated)	i	i	i	-7	i	i	i	i	i	i	i
Cc1ccc(Cn2nnc(C(=O)Nc3cc(C)ccc3C)c2N)cc1	i	i	i	-10	i	i	i	i	i	i	i
CC(C)NC(=O)c1ccc(-c2cc(C(F)(F)F)ccc2Cl)o1	i	i	i	-8	i	i	i	i	i	i	i
O=C(Nc1ccc2c(c1)OCO2)c1ccc(Br)o1	i	i	i	-1	i	i	i	i	i	i	i
COc1ccc(N=C2C(=Nc3ccc(OC)cc3)N(c3ccc(OC)cc3)C(=S)N2C)cc1	i	i	i	-10	i	i	i	i	i	i	i
CCN(CC)CCNc1nc2nonc2nc1NCCN(CC)CC	i	i	i	-3	i	i	i	i	i	i	i
COc1ccc2c(c1)c(C(=O)CN1CCOCC1)c(C)n2C	i	i	i	-8	i	i	i	i	i	i	i
Cc1cc(=O)oc(C)c1C(=O)OCC(=O)c1ccc2ccccc2c1	i	i	i	-13	i	i	i	i	i	i	i
COc1cccc(CC(NC(C)=O)C(=O)NC2CCN(c3nc(C)cc(C)c3C#N)CC2)c1 (configuration not stated)	i	i	i	-2	i	i	i	i	i	i	i
CC(=O)N1C(=O)C2(C(C#N)=C(N)Oc3cc(C)oc(=O)c32)c2ccccc21 (configuration not stated)	i	i	i	-11	i	i	i	i	i	i	i
NC(=O)c1ccc(NC(=O)CN2CCN(c3ccc(Cl)cc3)CC2)cc1	i	i	i	-5	i	i	i	i	i	i	i
COc1cccc(CN(C)C(=O)c2cc(COc3ccc4ncccc4c3)on2)c1	i	i	25*	-19	-9.8*	i	i	i	i	i	i
COc1ccc(OC)c(C2C(C(C)=O)=C(O)C(=O)N2CCc2ccc(OC)c(OC)c2)c1 (configuration not stated)	i	i	i	-2	i	i	i	i	i	i	i
CCOCCc1nnc(NC(=O)CCS(=O)(=O)c2ccccc2)s1	i	i	i	-8	i	i	i	i	i	i	i
COc1ccc(N2CCN(C(=O)CN3C(=O)NC4(CCCc5ccccc54)C3=O)CC2)cc1 (configuration not stated)	i	i	i	-10	i	i	i	i	i	i	i
COC(=O)CSc1nnc2n(-c3ccc(OC)cc3)c(=O)c3c4c(sc3n12)CCCCC4	i	i	i	-10	i	i	i	i	i	i	i
CCOc1cc(/C=C2\N=C3CCCCCN3C2=O)ccc1O	i	i	i	-19	i	i	i	i	i	i	i
C=CCn1c(N)cc(=O)nc1SCC(=O)NC(C)c1ccccc1 (configuration not stated)	i	i	i	4	i	i	i	i	i	i	i
O=C(O)C1CC=CCC1C(=O)NCCCN1CCCC1=O (configuration not stated)	i	i	i	-9	i	i	i	i	i	i	i
c1ccc2[nH]c(CCCc3nc4ccccc4[nH]3)nc2c1	i	i	i	-6	i	i	i	i	i	i	i
Nc1nc(Nc2ccccc2)nc(NC2CCCCC2)c1[N+](=O)[O-]	i	i	i	-1	i	i	i	i	i	i	i
Cn1cc(Br)c(C(=O)NC(=S)N2CCN(c3ccccn3)CC2)n1	i	i	i	-5	i	i	i	i	i	i	i
CCOc1ccccc1NC(=O)CCNC(=O)c1ccco1	i	i	i	-12	i	i	i	i	i	i	i
CC(Cl)c1cc(-c2ncc(C(F)(F)F)cc2Cl)no1 (configuration not stated)	i	i	i	-9	i	i	i	i	i	i	i
CC(C)(C)c1ccc(C(=O)N2CCC(C(=O)NCc3ccco3)CC2)cc1	i	i	i	-4	i	i	i	i	i	i	i
O=C(CN1CCCCCC1=O)OCc1ncc(-c2ccccc2)o1	i	i	i	-10	i	i	i	i	i	i	i

(continued)
Molecule	MrgX1 ag	RGS4 pot	TMEM16A inh	hERG protect	KCNK3 block	RGS4 inh	KCNK9 inh	ANO1 activ	MrgX1 PAM	KCNQ1 block	KCNQ1 pot
Cc1ccc(-n2nc3c(=O)n(CCCC(=O)NCCN4CCN(C)CC4)nc(C)c3c2C)cc1	i	i	i	-9	i	i	i	i	i	i	i
CN(C)S(=O)(=O)c1ccc(C(=O)Nc2ccn(C)n2)cc1	i	i	i	-3	i	i	i	i	i	i	i
N#C/C(=C(/O)COC(=O)c1ccc(O)cc1)c1nc2ccccc2[nH]1	i	i	i	-12	i	i	i	i	i	i	i
CN(CC1CCCO1)S(=O)(=O)c1ccc(C(=O)Nc2nnc(-c3ccccc3)o2)cc1 (configuration not stated)	i	i	i	-6	i	i	i	i	i	i	i
COc1cccc(CNS(=O)(=O)c2cc3c4c(c2)CCC(=O)N4CCC3)c1	i	i	i	-18	i	i	i	i	i	i	i
COC(=O)/C(=N/Nc1ccc(C)cc1)N1CCCc2ccccc21	i	i	i	-6	i	i	i	i	i	i	i
O=C1N=C(N2CCOCC2)S/C1=C\c1ccc(OS(=O)(=O)c2ccccc2)cc1	i	i	i	-9	i	i	i	i	i	i	i
O=C(O)c1ccc(CN2C(=O)c3cccc4c([N+](=O)[O-])ccc(c34)C2=O)cc1	nt	i	nt	-8	i	i	i	i	nt	10*	i

Ordered by molar mass (rising): some entries from above.
Molecule	MrgX1 ag	RGS4 pot	TMEM16A inh	hERG protect	KCNK3 block	RGS4 inh	KCNK9 inh	ANO1 activ	MrgX1 PAM	KCNQ1 block	KCNQ1 pot
C/C(=N\NC(=O)c1ccco1)c1cc2ccccc2o1	i	i	i	-3	i	i	i	i	i	i	i
COC(C[C@H]1O[C@@H]1[C@@H](O)COCc1ccccc1)OC	nt	i	nt	-7	i	i	i	i	nt	i	i
Cc1ccc2c(c1)c1c3n2CCN(CC(O)CNC(C)C)C3CCC1 (configuration not stated)	i	i	i	0	i	i	i	i	i	i	i
